# RXFP1 ag: qHTS Assay for Agonists of the Relaxin Receptor RXFP1. Relaxin receptor 1 (Homo sapiens), Q9HBX9. HEK293T-RXFP1 cAMP TR-FRET, 30 min; response scale: percent of porcine relaxin response, buffer zero. Potency, µM (doses to about 57.5 µM), inactives show at the top dose activation, most hits filed as activators. 0.3% of 370,000 active; also: potency is read from the fitted curve at half-maximal effect; % is scaled to controls: 0 for no effect and ±100 for the full control effect; nearly all actives have a fitted effect of over 60% in size; many of its hits are not listed in these tables
# Target sequence (Q9HBX9 whole entry, looked up): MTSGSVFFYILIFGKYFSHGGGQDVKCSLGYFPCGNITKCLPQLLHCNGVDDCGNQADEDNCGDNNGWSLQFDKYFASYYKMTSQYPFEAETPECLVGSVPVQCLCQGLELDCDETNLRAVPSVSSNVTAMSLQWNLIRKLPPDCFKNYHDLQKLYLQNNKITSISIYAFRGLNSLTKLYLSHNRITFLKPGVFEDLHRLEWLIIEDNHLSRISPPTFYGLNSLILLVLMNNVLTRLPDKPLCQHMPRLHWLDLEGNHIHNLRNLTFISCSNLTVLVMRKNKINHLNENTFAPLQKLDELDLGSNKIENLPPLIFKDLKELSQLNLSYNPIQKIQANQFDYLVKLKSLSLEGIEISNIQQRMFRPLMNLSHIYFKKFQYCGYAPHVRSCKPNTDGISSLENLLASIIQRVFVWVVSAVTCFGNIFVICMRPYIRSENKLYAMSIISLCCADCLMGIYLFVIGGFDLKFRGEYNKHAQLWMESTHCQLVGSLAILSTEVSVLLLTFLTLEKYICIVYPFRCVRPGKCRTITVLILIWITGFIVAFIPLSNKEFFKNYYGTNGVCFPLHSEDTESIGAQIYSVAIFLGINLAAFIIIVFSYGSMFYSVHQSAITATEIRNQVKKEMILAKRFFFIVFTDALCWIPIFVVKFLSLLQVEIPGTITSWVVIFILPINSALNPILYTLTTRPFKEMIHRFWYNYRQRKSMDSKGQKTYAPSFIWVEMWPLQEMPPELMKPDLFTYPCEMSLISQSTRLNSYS
#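 HEK293 cells stably expressing RXFP1, treated 30 min at 37C with compounds plus PDE4 inhibitor Ro 20174; cAMP measured by HTRF TR-FRET. Normalized to buffer and 29 nM porcine relaxin; EC50 by Hill fit.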
# TRHR agonist: qHTS for Small Molecule Agonists and Allosteric Enhancers of Human TRH Receptor: Primary Screen for Agonists | Thyrotropin-releasing hormone receptor (Homo sapiens), P34981 | TRHR cells, calcium flux fluo-8, FDSS agonist mode | activation, % at 2 µM | 0.18% of 360,000 active | AID 493084, 2011; in the data active = activation above about 30%; also: 0% is about no effect
#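 Read-out: compound-evoked intracellular calcium rise in TRHR cells, fluo-8 dye, kinetic FDSS fluorescence at 1 s/cycle following a 10-cycle baseline. Cells cultured overnight before dye loading (30 min–1.5 h, RT).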
# D1 agonist: Allosteric Agonists of the Human D1 Dopamine Receptor: qHTS. HEK293 T-REx D1 cells, calcium flux, agonist mode. activation, % at 2 µM. 1% of 360,000 active; in the data active = activation above about 30%; also: 0% is about no effect
#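 Inducible HEK293 T-REx D1 cells, force-coupled to calcium signalling, were plated at 4000 cells/well with tetracycline and held overnight at 30 C. After no-wash calcium dye loading, compound-evoked calcium rise over 180 s flagged agonists.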
# D1 potentiator: Potentiators of Human D1 Dopamine Receptor: qHTS. D(1A) dopamine receptor (Homo sapiens), P21728. 0.036% of 360,000 active. HEK293 TREx D1 cells, calcium flux, dopamine EC20 potentiation. potentiation, % at 10 µM; in the data active = potentiation above about 30%; also: 0% is about no effect
# D1 antagonist: Antagonist of Human D 1 Dopamine Receptor: qHTS | HEK293 TREx D1 cells, calcium flux, dopamine EC80; hits give low values | activity change, negative = inhibition, % at 10 µM | 3.2% of 360,000 active | D(1A) dopamine receptor (Homo sapiens), P21728; in the data active = activity change below about -30%; also: % is scaled to controls: 0 for no effect and ±100 for the full control effect
#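 Calcium flux readout: force-coupled, inducible Hek293 Trex D1 line, cells induced overnight at 30 C with tetracycline, dye-loaded 30–90 min at RT. Antagonism scored against EC80 dopamine challenge given 180 s after compound.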
# TRHR PAM: qHTS for Small Molecule Agonists and Allosteric Enhancers of Human TRH Receptor: Primary Screen for Enhancers | TRHR cells, fluo-8 calcium fluorescence, EC20 TRH enhancement | enhancement, % at 2 µM | 0.66% of 360,000 active | AID 493056, 2011; in the data active = enhancement above about 30%; also: 0% is about no effect
#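 TRHR-expressing cells loaded with fluo-8 calcium dye were read kinetically (ex 480/em 530) during compound addition, then stimulated with an EC20 of TRH (10 nM final). Enhancement of the Gq-mediated intracellular calcium response was scored.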
# D2 PAM: HTS Assay for Positive Allosteric Modulators of the Human D2 Dopamine Receptor: Primary Screen for Potentiators. D(2) dopamine receptor (Homo sapiens), P14416. HEK293 T-REx D2, calcium flux, EC20 dopamine potentiation. potentiation, % at 10 µM. 0.34% of 340,000 active;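 active = potentiation over 3 SD above the plate norm, cut at about 30% in these data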; also: 0% is about no effect
#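 Potentiation of an EC20 dopamine calcium response measured kinetically over 180 s, after a preceding 180 s compound-only read flagging agonists. Cells: inducible Hek293 Trex D2 line, 4000/well, cultured overnight at 30 C before dye loading.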
# RXFP1 antagonist: qHTS Assay for Antagonists of the Relaxin Receptor RXFP1; HEK293-RXFP1, relaxin-stimulated cAMP HTRF, 30 min; hits give low values; activity change, negative = inhibition, % at 57.5 µM; 0.59% of 350,000 active; AID 1259400, 2018;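 active = activity change of -60% or lower, but not beyond a set lower limit; inconclusive = change between -60% and -40%, or beyond the set limit; inactive = change above -40%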; also: % is scaled to controls: 0 for no effect and ±100 for the full control effect
# Anesthetic bind: qHTS Assay for Identification of Novel General Anesthetics. apoferritin/1-aminoanthracene competitive binding, fluorescence. Potency, µM (top dose mostly 77.5 µM), for inactives: at the highest dose activity change, negative = displacement, hits mostly inhibitors. 0.074% of 350,000 active. AID 485281, 2010; also: potency is read from the fitted curve at half-maximal effect; % is scaled to controls: 0 for no effect and ±100 for the full control effect; nearly all actives have a fitted effect of over 20% in size
# Target sequence (P02791 2-175 limits assumed): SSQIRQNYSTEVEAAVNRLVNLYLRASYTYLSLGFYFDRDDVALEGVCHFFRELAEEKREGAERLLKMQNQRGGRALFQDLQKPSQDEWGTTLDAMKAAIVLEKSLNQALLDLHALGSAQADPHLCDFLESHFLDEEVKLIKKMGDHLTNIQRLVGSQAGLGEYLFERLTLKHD
#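 Read-out: endpoint 1-AMA fluorescence, excitation 380 nm and emission 535 nm, after compounds sit 10 min at room temperature with 10 uM horse-spleen apoferritin in 50% saturated 1-AMA/PBS. Values come from four-parameter Hill fits.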
# * = called active by the depositor; u = inconclusive; x = not tested or not shown; [ ] = dose if it differs, or a comment. Unless noted, calls follow the shape of the dose curve; as a rule, active = well fitted curve in the direction sought with a large enough effect; inconclusive = small, poorly fitted or top-dose-only effect, or another doubt; inactive = no such curve, though single readings can be large; an effect the other way counts as inactive or inconclusive. These rows are one share of the data (hit frequency here may not be typical).
SMILES,RXFP1 ag,TRHR agonist,D1 agonist,D1 potentiator,D1 antagonist,TRHR PAM,D2 PAM,RXFP1 antagonist,Anesthetic bind
Cc1ccc(S(=O)(=O)N2CCCN(C(=O)c3ccc(-n4cccn4)cc3)CC2)cc1,2.8%,-0.2,2.8,-2.6,-11.4,1.0,-0.1,2.6,x
COc1ccccc1[C@@]1(C)ON(c2ccccc2C(F)(F)F)C1=O,0.8%,-0.7,-2.1,0.4,x,-4.1,-11.2,x,x
CCC(C)NC(=O)c1ccc2c(c1)N(Cc1ccccc1F)C(=O)c1ccccc1S2=O (stereo not given),-0.9%,0.0,1.7,1.9,8.3,-2.5,15.3,x,u
CCC(C)NS(=O)(=O)c1ccc(N2CCCCS2(=O)=O)cc1 (stereo not given),2.1%,-1.3,29.9,-0.1,-7.5,1.6,10.8,0.0,36.9%[activator]
CCc1nnc(NC(=O)CCC(=O)NCC2CCCO2)s1 (stereo not given),-0.4%,0.2,1.1,-0.5,9.8,0.8,2.2,-0.8,6.1%
O=C1CC[C@@H](O)CCN1CC[C@H](Sc1ccccc1)c1ccccc1,-0.8%,-0.2,1.7,6.5,-23.9,1.1,-1.5,x,-5.5%
O=C(NC1CCCC1)C(c1ccccc1)N(C(=O)c1csnn1)c1ccccc1F (stereo not given),1.1%,-1.3,1.0,x,0.2,9.0,-7.7,-22.4,-1.6%
Cc1cccc(NC(=O)Cn2c(=O)oc3cc(S(=O)(=O)NCc4ccccc4)ccc32)c1,-0.4%,0.2,4.2,-4.0,-34.8*,0.0,4.8,x,-5.3%
COc1ccc(NC(=O)CN2CCC(NC(=O)c3ccc(OC)cc3)CC2)cc1,-0.1%,0.0,-0.1,-1.9,-14.4,-0.9,3.1,-6.4,-13.2%
O=C(Cc1cccc(C(F)(F)F)c1)Nc1ccc(S(=O)(=O)N2CCCC2)cc1,-0.7%,0.5,2.7,-2.6,15.1,-6.8,5.3,-23.6,x
COC(=O)C1(CC2CC(c3cccc(Br)c3)=NO2)CCN(C(=O)OC(C)(C)C)CC1 (stereo not given),-0.1%,0.9,4.9,-3.5,-8.5,1.1,8.7,x,89.1%[activator]
CN(CC(=O)Nc1ccc(F)cc1)CC(=O)N(C)C1(C#N)CCCCC1,3.2%,0.4,1.2,-1.6,-5.2,-0.8,-8.1,-7.4,x
COc1cccc(CNS(=O)(=O)c2ccc3c(c2)CCN3C(=O)C2CCC2)c1,-0.2%,-1.4,6.5,-0.4,5.5,-5.1,10.5,x,36.0%[activator]
CCC(C(=O)Oc1c(C(C)C)cccc1C(C)C)c1ccccc1 (stereo not given),2.1%,-0.3,-1.0,11.8,x,-1.6,13.3,x,x
Cc1ccc(NS(=O)(=O)c2cccc(C(=O)NCC3CCCO3)c2)cc1 (stereo not given),0.4%,0.1,4.6,-5.8,6.6,2.9,6.1,u,x
Cc1ccccc1NC(=O)CSc1n[nH]c(-c2ccco2)n1,-1.5%,-0.8,0.6,-2.5,6.3,-0.8,-5.9,-10.3,-2.9%
Fc1ccccc1NC(=S)N1CCN(C/C=C/c2ccccc2)CC1,4.1%,-0.2,8.6,-6.1,-15.7,4.0,-12.3,-2.1,-16.0%
CCN1C(=NCCc2ccc([N+](=O)[O-])cc2)N[C@@H](c2ccccc2)[C@H](C(=O)OC)[C@H]1C,0.8%,-0.1,0.4,-1.1,-12.4,-0.1,x,x,-4.1%
COc1ccc(N(C)C(=O)c2ccc3snnc3c2)cc1,-0.4%,-0.2,1.6,-1.2,1.8,-4.3,10.9,9.4,7.9%
O=C1c2ccccc2C(=O)C1(O)O,1.0%,-0.6,-0.6,-3.5,x,0.7,8.8,x,x
COC(=O)c1ccc(COc2ccc(C3C4=C(CCCC4=O)Nc4onc(C)c43)cc2)cc1 (stereo not given),0.2%,0.2,3.4,-5.2,10.8,4.8,x,1.7,-6.9%
Cc1ccc(S(=O)(=O)N2CCCN(c3nccc(C(F)(F)F)n3)CC2)cc1,1.7%,0.0,0.4,-8.3,-16.5,-4.6,-5.1,-20.9,-3.2%
Cc1cccc(-c2nc(SCC(=O)Nc3ccc4c(c3)OCO4)c(-c3ccccc3)[nH]2)c1,0.6%,0.3,-0.2,-1.3,5.1,8.8,-8.3,-21.8,10.9%
CCOP(=O)(OCC)c1nc(-c2ccc(Cl)cc2Cl)oc1N1CCOCC1,3.9%,0.0,0.8,-0.9,0.0,0.3,2.6,-20.1,-8.2%
O=C(CSc1n[nH]c(-c2ccccc2)n1)Nc1ncc(Br)cc1Br,0.0%,-0.2,-0.9,-1.4,-8.2,4.4,8.5,1.1,u
NC(=O)c1ccc(-n2nnnc2Oc2ccccc2)cc1,0.0%,0.1,-2.2,1.5,-49.0*,-0.1,-0.8,30.8,0.6%
O=C(NNC(=O)c1ncc(Cl)c(Cl)c1Cl)c1ccc(F)cc1,-1.4%,0.3,4.5,-0.8,8.4,-2.1,10.8,-8.9,-6.7%
Cc1ccc(C)c(N2CCN(C(=O)CNS(=O)(=O)c3cccs3)CC2)c1,0.1%,-0.7,4.7,1.1,0.7,-2.8,1.8,-4.5,-22.8%
COC(=O)C1=C(C)N(Cc2ccc(OC)c(OC)c2)C(=O)C1,0.6%,0.7,1.5,-1.5,-11.0,3.2,-3.3,0.3,-14.7%
COc1cc(OC)c2ccc(=O)oc2c1C(CC(=O)N1CCCC(C)C1)c1ccc2c(c1)OCO2 (stereo not given),3.7%,-0.7,1.5,-7.8,-7.5,9.1,-2.3,x,2.6%
O=C(CC1SCCNC1=O)Nc1cccc([N+](=O)[O-])c1 (stereo not given),0.1%,0.0,0.6,-0.9,7.5,0.9,-23.6,-0.9,8.0%
Cc1ccc(OCCNC(=O)C2CC(=O)N(Cc3ccccc3)C2)cc1 (stereo not given),0.1%,-0.4,3.2,x,3.8,-1.7,3.1,-8.8,x
CCN(CC)c1ccc(/C=N/NC(=O)c2nnn(-c3nonc3N)c2-c2ccc(C)cc2)cc1,10.8%,-0.1,4.8,5.7,25.0,-0.1,x,-16.6,189.5%[activator]
O=C1NCCN(Cc2ccc(-c3ccccc3)cc2)C1CC(=O)N1CCN(CCO)CC1 (stereo not given),-3.8%,1.0,1.2,-0.5,-24.5,0.5,-0.7,-1.7,-7.5%
COc1ccc(S(=O)(=O)NCC(=O)N(CC(=O)NC(C)(C)C)Cc2cccs2)cc1,-1.0%,3.9,-0.2,-1.4,0.8,-3.8,2.7,3.4,-4.7%
Cc1cccc(OCC(=O)N(C)CCc2ccccn2)c1,-1.7%,0.2,0.3,8.4,0.4,-3.6,-6.3,-9.3,-4.2%
N#CC1=C(N)Oc2nc[nH]c(=O)c2C1c1cccs1 (stereo not given),1.0%,-0.2,-1.0,2.2,3.1,7.7,-6.4,1.1,1.5%
Cc1cccc(-n2ncc3c(=O)[nH]c(SCC(=O)NCCC4=CCCCC4)nc32)c1,0.5%,0.3,0.9,-3.5,-20.6,2.2,18.1,2.0,x
COc1ccc(N2CCN(C(=O)c3cccc(S(=O)(=O)N4CCOCC4)c3)CC2)cc1,-1.0%,-0.1,3.4,x,-6.0,4.4,4.5,2.3,x
CC(=O)N1c2ccc(S(=O)(=O)N3CCCC(C(=O)N4CCCCC4)C3)cc2CC1C (stereo not given),-0.1%,-0.9,1.3,-6.8,-8.7,1.2,-7.9,x,-5.4%
O=C1Cc2ccccc2N1c1ccccc1,0.2%,0.0,0.0,-3.4,-15.8,0.0,-0.9,-2.4,-23.6%
Cn1nc(-c2ccccc2)c(-c2ccccc2)c(C(=O)Nc2ccccc2C(N)=O)c1=O,1.1%,-1.5,-0.3,-3.0,-4.3,-5.0,3.1,-22.8,2.8%
C=CCn1c(C)c(C(C)=O)c(N2CCOCC2)nc1=S,0.9%,0.5,1.9,-5.8,-5.0,5.9,13.2,-6.6,-0.3%
